# Compound activity from PubChem.
# tolC growth inh = E. coli tolC mutant growth inhibition; E. coli BW25113 tolC mutant growth, OD615; growth inhibition, % at 10 µM (by protocol); 65,000 compounds, 2.2% hits;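 active means growth inhibition at or above a cutoff equal to the mean over every tested compound plus 3 SD, cut at about 60% in these data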;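 further: growth measured after 20 h incubation at 37 °C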
#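 Test system: tolC-deleted E. coli BW25113 | Medium: LB with kanamycin 50 µg/mL | Compound dosing: Single concentration, 10 µM final per compound | Schedule: 37 °C, 20 h exposure | Measured by: OD at 615 nm | Evaluation: Percent growth inhibition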
# Hsp90 block = displaces geldanamycin probe from tumor Hsp90. inhibition, % at 30 µM. P07900. NCI-N417 lysate Hsp90, Cy3B-geldanamycin FP displacement. AID 429. 64,000 compounds, 0.35% hits;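 active means inhibition above 50%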;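 further: 0% = tracer plus lysate wells and 100% = tracer alone without lysate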
# DUSP1 inh = blocks human MKP-1 phosphatase activity | P28562 | recombinant MKP-1, OMFP hydrolysis fluorescence | inhibition, %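 (compounds tested at a single concentration somewhere between 10 and 100 µM)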 | 65,000 compounds, 0.15% hits;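 active means inhibition above about 50%, limit read from the data; inconclusive means inhibition over screen mean plus 3 SD, below that limit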;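 further: 0% = DMSO max control wells and 100% = wells with enzyme stopped by NaOH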
# AP complement = orthogonal test for alternative complement pathway inhibitors; inhibition, % at 5 µM; 62,000 compounds, 0.08% hits; Human serum alternative complement pathway, LPS-coated ELISA, C3 deposition; tested in compound mixtures; AID 1235;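 active means inhibition above 30% in each of the two pooled mixtures holding the compound, so the lower value exceeds 30%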;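 further: 0% = serum in Mg-EGTA without compound and 100% = EDTA serum blank; some compounds past the cut are filed as inactive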
#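 Test system – human serum alternative complement pathway, C3 deposition on LPS-coated wells · Buffer or medium – diluted human serum in Mg2+-EGTA GVB++ · Compound dosing – 5 µM each compound, pools of ten, 50 µM per pool · Schedule – 1 h serum-compound exposure at 37 °C · Measured by – Anti-C3 ELISA, OD 450 nm · Read-out basis – percent inhibition of C3 deposition onto LPS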
# CatB mixtures = human cathepsin B inhibition by mixtures. Purified cathepsin B, AMC dipeptide fluorescence, compound mixtures. AID 488. inhibition, %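 (ten-compound pools at 5 µM per compound and 50 µM total)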. 62,000 compounds, 0.06% hits. P07858; in the data active means inhibition above about 22%, passing the limit was not always enough; inconclusive means no clear call, values can overlap the other calls;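 further: 0% = enzyme without compound and 100% = no enzyme blank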
# D1 mod = D1 dopamine receptor (human) allosteric modulation; HEK293 D1, CRE-luciferase, dopamine EC30 potentiation; actives deviate in either direction; B-score at 10 µM; 58,000 compounds, 5.9% hits; AID 641;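 active means luminescence count or its row- and column-corrected plate score outside the 99.7% band of the plate's sample wells, on either side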
# CatB block = blocks human cathepsin B protease activity; 63,000 compounds, 0.1% hits; inhibition, %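 (tested at 10 µM)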; purified cathepsin B, fluorogenic substrate, fluorescence; in the data active means inhibition above about 21%;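 further: 0% = enzyme with no compound and 100% = no enzyme blank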
# Cdc25B inh = human M-phase inducer phosphatase 2 inhibition; recombinant Cdc25B, OMFP fluorescence Ex485/Em525; 65,000 compounds, 0.1% hits; inhibition, %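 (compounds tested at 10 µM final in the well)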; P30305; in the data active means inhibition above about 50%
# E coli RNAP = Escherichia coli RNA polymerase inhibition; E. coli RNA polymerase, fluorescence transcription assay; inhibition, %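 (tested at 10 µM)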; 62,000 compounds, 0.2% hits; in the data active means inhibition above about 20%;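 further: 0% = enzyme without compound and 100% = no enzyme blank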
# Target sequence (P0A8V2 whole entry, looked up): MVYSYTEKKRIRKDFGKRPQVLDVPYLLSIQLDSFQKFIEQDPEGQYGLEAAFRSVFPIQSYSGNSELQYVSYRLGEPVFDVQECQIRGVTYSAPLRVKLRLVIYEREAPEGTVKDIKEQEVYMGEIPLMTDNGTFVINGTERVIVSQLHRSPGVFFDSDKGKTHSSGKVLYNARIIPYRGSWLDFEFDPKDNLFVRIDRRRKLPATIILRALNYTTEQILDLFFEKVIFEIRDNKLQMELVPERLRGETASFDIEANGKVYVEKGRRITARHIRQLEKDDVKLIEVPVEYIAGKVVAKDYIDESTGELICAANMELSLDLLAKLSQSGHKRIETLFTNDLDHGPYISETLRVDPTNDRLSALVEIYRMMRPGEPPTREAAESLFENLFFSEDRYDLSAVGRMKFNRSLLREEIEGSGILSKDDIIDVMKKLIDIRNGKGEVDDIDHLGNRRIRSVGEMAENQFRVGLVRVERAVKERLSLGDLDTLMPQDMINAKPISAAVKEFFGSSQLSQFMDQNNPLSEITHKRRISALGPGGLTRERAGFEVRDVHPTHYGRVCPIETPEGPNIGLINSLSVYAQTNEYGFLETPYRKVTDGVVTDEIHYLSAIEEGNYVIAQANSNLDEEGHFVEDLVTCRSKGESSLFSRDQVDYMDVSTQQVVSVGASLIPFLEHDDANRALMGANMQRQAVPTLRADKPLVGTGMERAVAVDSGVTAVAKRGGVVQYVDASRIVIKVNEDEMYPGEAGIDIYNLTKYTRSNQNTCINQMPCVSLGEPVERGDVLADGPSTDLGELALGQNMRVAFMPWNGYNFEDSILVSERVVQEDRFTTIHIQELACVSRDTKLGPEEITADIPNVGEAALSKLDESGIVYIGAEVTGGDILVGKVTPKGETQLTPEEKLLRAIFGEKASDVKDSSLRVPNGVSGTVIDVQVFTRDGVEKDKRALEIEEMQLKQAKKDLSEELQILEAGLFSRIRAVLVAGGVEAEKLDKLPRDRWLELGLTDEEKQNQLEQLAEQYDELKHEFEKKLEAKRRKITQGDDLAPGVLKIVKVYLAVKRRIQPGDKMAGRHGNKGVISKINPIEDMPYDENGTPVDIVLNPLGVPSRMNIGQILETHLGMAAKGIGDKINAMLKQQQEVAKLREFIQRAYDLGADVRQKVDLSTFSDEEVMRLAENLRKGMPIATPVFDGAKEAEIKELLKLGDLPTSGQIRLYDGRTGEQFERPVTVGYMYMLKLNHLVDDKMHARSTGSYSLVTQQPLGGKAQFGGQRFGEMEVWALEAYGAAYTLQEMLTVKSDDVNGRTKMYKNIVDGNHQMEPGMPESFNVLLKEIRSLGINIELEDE
# Active calls of the source: *; ? = inconclusive; / = not tested or not shown.
SMILES,tolC growth inh,Hsp90 block,DUSP1 inh,AP complement,CatB mixtures,D1 mod,CatB block,Cdc25B inh,E coli RNAP
CCOC(=O)C1CCN(C(=O)COc2cc(C)c(Br)cc2C)CC1,27,-4,0,8,2,-0.51,6,-9,7
CCC(C)NC(=O)c1ccccc1NC(=O)C(C)N(c1ccccc1)S(C)(=O)=O (stereo not drawn),9,-5,-9,9,0,0.017,3,-10,-9
O=C(Nc1ccc2c(c1)CCC2)C1CCCN(c2ncccn2)C1 (stereo not drawn),11,0,-8,10,-1,0.11,2,-10,3
O=C(CCNc1n[nH]c(=O)[nH]c1=O)N1CCCCC1,-10,4,-18,16,2,-0.059,-6,8,3
Cc1ccc(Cn2nc(C)c(NC(=O)c3noc4c3CCCCC4)c2C)cc1,45,-2,6,6,5,-0.071,2,-8,8
CC(C)C(C(=O)NC(C)(C)C)N1C(=O)c2ccccc2C1=O (stereo not drawn),-2,-4,7,-22,2,1.8,4,-1,10
CC(NC(=O)c1cc(-c2cccs2)on1)c1ccccc1 (stereo not drawn),-16,0,0,9,2,2.6,4,-13,3
O=C(CCn1nnc(-c2cccs2)n1)N1CCc2ccccc2C1,32,0,-6,-6,0,/,2,-4,9
COc1ccc(C(c2sc3nc(C)nn3c2O)N2CCc3ccccc3C2)cc1 (stereo not drawn),10,-4,16,15,2,0.17,0,0,-1
CCCc1nc2ccccc2c(=O)n1NC(=O)c1c(O)c2cccc3c2n(c1=O)CCC3,25,-2,24,-7,1,0.37,2,2,9
O=C(Cc1cccs1)Nc1ccccc1C(=O)O,6,-7,-3,14,6,-1.2,/,2,12
C=CCn1c(SCc2c(C)noc2C)nc2cc(C(=O)O)ccc2c1=O,11,-1,-5,18,2,0.12,0,-9,0
Cc1cc(C(=O)O)cc(S(=O)(=O)N2CCOCC2)c1C,-18,-3,22,2,5,-0.6,3,-4,4
O=C(CSc1nnc(-c2ccncc2)o1)Oc1ccccc1,-7,-3,-7,8,5,0.89,-7,-11,4
CC(C)(C)c1ccc(C(=O)CCCSC2=C(C#N)C(c3ccco3)C3=C(CCCC3=O)N2)cc1 (stereo not drawn),80*,-3,16,8,2,-1.3,2,-7,-4
COc1ccccc1N1CCN(C(=O)c2cc3n(n2)C(C(F)(F)F)CC(c2ccco2)N3)CC1 (stereo not drawn),45,-3,?,16,4,-0.59,-3,-10,4
N=c1n(CC(=O)O)c2ccccc2n1Cc1ccccc1Cl,-23,-4,3,7,0,-0.32,3,-2,2
C=CCN(c1ccccc1)S(=O)(=O)c1ccc2c(c1)oc(=O)n2C,2,2,0,8,3,-0.3,1,-7,4
CCSc1nc(N)c2c3c(sc2n1)CN(C)CC3,-8,/,3,10,3,/,-2,-3,-1
CCOc1ccc(-c2nnn(CC(=O)NCc3ccco3)n2)cc1,-11,2,26,19,8,/,-4,0,1
CCc1nnc(NC(=O)CSc2nnc(COc3cccc(C)c3)o2)s1,3,12,-16,10,2,-0.011,3,-5,1
CC(C)Cn1c(=O)c(C(=O)Nc2ccncc2)c(O)c2ccccc21,96*,4,22,6,-2,3.4,2,6,/
CCC(=O)NC(Nc1cccc(C)n1)(C(F)(F)F)C(F)(F)F,-8,-1,-13,7,-3,0.068,0,-1,5
COc1cc(/C=N/n2c(SC)nnc(C(C)(C)C)c2=O)ccc1O,-1,3,6,20,7,0.13,-2,2,4
CCOC(=O)c1cnc(-n2nc(C)cc2C)nc1NC(C)c1ccccc1 (stereo not drawn),100*,2,4,13,6,8.3*,0,6,9
Cc1ccc(CNC(=O)CCc2c(C)nc3ncnn3c2C)cc1,-10,-3,0,21,6,0.19,-1,-5,0
CCn1c(SCC(=O)NCc2ccc(F)cc2)nc2c(c1=O)SC(C)C2 (stereo not drawn),10,-2,-7,19,3,0.8,5,-9,3
CCOC(=O)c1c(C)n(C(=O)c2ccco2)c(=O)n1C(=O)c1ccco1,-23,-4,-21,2,6,0.27,0,0,7
O=C(CN1C(=O)CSc2ncccc21)N1CCOCC1,-14,2,5,11,1,-0.029,0,-4,-4
CNc1ccccc1C(C)(C)c1cc(-c2ccco2)n[nH]1,25,0,-18,9,4,-0.56,1,4,1
COCCn1c(=NC(=O)CSCC(=O)NC2CCCCC2)sc2cc(OC)ccc21,-12,-2,0,3,6,0.94,6,-6,4
CCN1C(=O)CC(C(=O)O)SC1=Nc1ccc(OC)cc1 (stereo not drawn),-4,-1,-3,7,3,0.79,3,-15,3
Cc1cc(C)n(C2=NS(=O)(=O)c3ccccc32)n1,-26,-10,-2,-4,2,-0.084,1,4,-8
COc1ccccc1C(=O)N1CCN(c2nc3cc(C)c(C)cc3cc2C#N)CC1,28,-7,28,6,-2,-0.45,-2,-5,0
CC(C)C(c1nnnn1Cc1cccs1)N1CCN(C2CCCC2)CC1 (stereo not drawn),-6,0,-4,5,-8,-1.4,1,-15,10
CC1CCN(C(=O)CN2C(=O)C(=O)c3ccccc32)CC1,-13,-6,7,14,4,0.19,2,-12,7
Cc1ccc(=O)n(C(C(=O)NCc2ccco2)C(=O)c2ccc(F)cc2)c1 (stereo not drawn),-12,-2,12,8,2,0.93,8,-13,10
COc1ccccc1NC(=O)C(C)NS(=O)(=O)c1ccc(Cl)cc1 (stereo not drawn),-1,1,-9,5,4,0.56,-3,1,4
O=S(=O)(Nc1ncnc2sc3c(c12)CCC3)c1ccc(Cl)s1,63*,-6,34,14,0,-0.016,-1,2,8
O=C(C1CC1)n1cc(C(=S)N2CCOCC2)c2ccccc21,-5,-6,-17,-2,0,0.0031,-2,-6,7
Cc1cc(C)c(C#N)c(SCc2ccc3c(c2)OCO3)n1,62*,-11,4,9,-5,-0.57,-1,-15,8
COC(=O)Nc1nnc(Cc2ccccc2)s1,2,2,1,-4,1,0.4,1,-5,10
O=C(C1CC(c2ccc(F)cc2)=NO1)N1CCN(c2ccccc2)CC1 (stereo not drawn),-1,-3,1,16,3,-0.61,-2,-7,2
Cc1ccc(-n2nnc3c(SCC(=O)NCc4ccco4)ncnc32)cc1,6,-1,9,10,-11,/,4,-1,2
Fc1ccc(-n2c(-c3ccco3)nc3nc4ccccc4nc32)cc1,1,-4,3,-8,-11,15*,-12,-2,-27
CCOc1cc(C)c(Cl)cc1S(=O)(=O)N(C)C,13,2,-2,13,-8,-0.83,-4,-6,6
Cc1ccc(OCCn2c(NC(=O)c3ccco3)nc3ccccc32)cc1,-5,0,-19,/,/,0.17,/,-1,/
CCOC(=O)c1c(-c2ccco2)csc1N,1,-8,-9,-5,5,0.13,7,5,13
CCOc1ccc2nc(N3CCC(C(=O)N4CCN(c5ccccn5)CC4)CC3)sc2c1,12,1,9,3,5,/,9,-19,6
COCCn1c(SCC(=O)N2CCN(c3ccccc3)CC2)nc2c(c1=O)SC(C)C2 (stereo not drawn),10,-2,9,19,2,-0.47,0,-1,4

# Additional compounds follow:
SMILES,tolC growth inh,Hsp90 block,DUSP1 inh,AP complement,CatB mixtures,D1 mod,CatB block,Cdc25B inh,E coli RNAP
CCCCCOc1ccc(C2NC(=O)NC2=O)cc1 (stereo not drawn),6,0,0,4,4,1.1,3,-1,6
COc1cc2nc(-c3ccccc3)nc(N3CCCC3)c2cc1OC,10,-5,-7,/,/,/,6,5,1
Cc1ccccc1Cn1c(=N)n(CC(O)c2ccco2)c2ccccc21 (stereo not drawn),13,-6,0,5,5,-0.21,7,-11,4
CC(C)(C)C1(c2ccccc2)NC(=O)N(CC(=O)N2CCOCC2)C1=O (stereo not drawn),-10,2,4,10,-3,/,-3,-10,-5
C=CCOc1ccc(C2C(C(=O)c3ccco3)=C(O)C(=O)N2Cc2cccnc2)cc1 (stereo not drawn),1,-6,8,3,41,0.87,3,4,10
O=C(NCc1cccs1)c1nc2c(nnn2Cc2ccccc2Cl)c(=O)[nH]1,40,-2,37,-23,2,/,8,1,11
Cc1cc(N2CCN(C(=O)c3ccco3)CC2)n2nc(C)c(-c3ccccc3)c2n1,6,-2,-1,17,6,0.59,-2,5,5
Nc1nc(Nc2cccc(F)c2)nc2ccccc12,25,/,27,7,1,-2.7,6,-10,10
CCOc1ccccc1NC(=O)CN(C)S(=O)(=O)c1ccc(OC)c(C)c1,48,-3,-2,19,0,0.89,2,-5,0
c1ccc(-n2c(SCC3CCCCO3)nnc2-c2cnccn2)cc1 (stereo not drawn),-12,-2,0,13,3,1.7,-6,-8,5

# Structural class, the entries above with an NH in an aromatic ring (three)
SMILES,tolC growth inh,Hsp90 block,DUSP1 inh,AP complement,CatB mixtures,D1 mod,CatB block,Cdc25B inh,E coli RNAP
O=C(CCNc1n[nH]c(=O)[nH]c1=O)N1CCCCC1,-10,4,-18,16,2,-0.059,-6,8,3
CNc1ccccc1C(C)(C)c1cc(-c2ccco2)n[nH]1,25,0,-18,9,4,-0.56,1,4,1
O=C(NCc1cccs1)c1nc2c(nnn2Cc2ccccc2Cl)c(=O)[nH]1,40,-2,37,-23,2,/,8,1,11

# New compounds follow:
SMILES,tolC growth inh,Hsp90 block,DUSP1 inh,AP complement,CatB mixtures,D1 mod,CatB block,Cdc25B inh,E coli RNAP
O=C(O)c1ccc2c(c1)C(=O)N(C(Cc1ccc(O)cc1)C(=O)O)C2=O (stereo not drawn),-10,2,-4,-10,3,-0.83,6,13,2
Cc1cc(C)nc(/N=C(\N)C2=C(O)CC(C)(C)CC2=O)n1,-10,-3,4,0,-6,0.024,3,-9,9
CCN(CC)CCN1C(=O)C(O)=C(C(=O)c2ccc(C)o2)C1c1ccccn1 (stereo not drawn),-4,-5,2,-8,2,0.083,7,1,16
CC(C)C1Oc2ccccc2N(CC(=O)N(Cc2ccccn2)CC2CCCO2)C1=O (stereo not drawn),-11,1,16,-11,-7,/,-4,-5,3
Cn1c(=O)c2c(nc(CN3CCN(CCO)CC3)n2Cc2cccc3ccccc23)n(C)c1=O,-27,-3,19,-1,-1,1.1,5,6,3
Fc1ccccc1C(c1nnnn1Cc1ccc2c(c1)OCO2)N1CCN(Cc2ccccc2)CC1 (stereo not drawn),20,2,10,6,-3,-0.48,6,-5,0
CCOC(=O)N1CCN(S(=O)(=O)c2cc(OCC)ccc2OCC)CC1,25,-1,15,6,-2,-0.15,0,24,-6
Cc1ccc(C)c(C(=O)CSc2n[nH]c(C)n2)c1,16,0,13,12,-5,-0.55,-3,-6,-2
Cc1cccc(-n2c(N)cc(=O)nc2SC(C)C(=O)NC2CCCCC2)c1 (stereo not drawn),-14,-3,1,30,1,-0.82,-2,21,4
Cc1nc(N2CCN(C)CC2)c2sc(=S)n(-c3ccccc3)c2n1,-5,-3,6,18,2,0.35,0,-8,1
CCN1CCN(Cc2ccc(NC(=O)Nc3cccs3)cc2)CC1,-12,-2,0,7,-1,-2.6,2,-4,8
N#CC(C(=O)Nc1ccc(Cl)c(Cl)c1)=C1Nc2ccccc2N1,14,4,-7,-17,2,0.37,4,-23,9
Cc1nn(C)cc1CNC(=O)c1cnn2c1NC(c1ccc(Br)cc1)CC2C(F)(F)F (stereo not drawn),46,-3,29,0,5,0.0055,9,3,6
Cc1ccc2c(C)nc(Nc3nc(CSc4nnnn4-c4ccccc4)cc(=O)[nH]3)nc2c1,-5,-1,30,7,8,-0.25,2,-3,6
CCCCNC(=O)CC1N=C2c3ccccc3N=C(SCC(=O)Nc3cccc(C)c3)N2C1=O (stereo not drawn),4,-3,38,2,-3,-0.055,0,1,1

# Only tolC growth inh and CatB mixtures, for some of the entries so far:
smiles	tolC growth inh	CatB mixtures
N#CC(C(=O)Nc1ccc(Cl)c(Cl)c1)=C1Nc2ccccc2N1	14	2
Cc1nn(C)cc1CNC(=O)c1cnn2c1NC(c1ccc(Br)cc1)CC2C(F)(F)F (stereo not drawn)	46	5
